MT1-MMP act inh: MT1-MMP (human) activation inhibition | AID 651647 | 0.061% of 360,000 active | P50281 | GFP/RFP ratio change, % at 20 µM | HT1080 RFP-PRO-GFP cells, GFP/RFP ratio fluorescence, overnight; percent of plate control window, DMSO zero;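 active means GFP/RFP ratio change of at least 30% with cell ATP level not reduced by more than half and red fluorescence within 50% of control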; further: strong numbers were not always called active
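Test system: HT1080 RFP-PRO-GFP cells; Benchmarks: DMSO and RFP-L50D-GFP cell wells; Timing: cells overnight before dosing, compound overnight, 37 °C, 5% CO2; Compound: one 20 µM compound dose with 1% DMSO; Read-out: GFP/RFP fluorescence ratio.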
FAS-TE inh: blocks the thioesterase domain of human fatty acid synthase | P49327 | recombinant FAS-TE, OMFH fluorogenic substrate, fluorescence endpoint | inhibition, % at 15 µM | 0.67% of 360,000 active | AID 602261;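 active means compounds whose normalised, plate-corrected inhibition of enzyme fluorescence in the single-dose primary screen is 50% or more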;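 further: 0% = DMSO with enzyme and 100% = substrate without enzyme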
MsrA inhibitor: inhibits bovine methionine sulfoxide reductase A. purified bovine MsrA, absorbance read-out. inhibition, % at 15.5 µM. 0.75% of 360,000 active. AID 651718; in the data active means inhibition above about 4.5%;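 further: 0% = vehicle wells with enzyme and 100% = reference inhibitor wells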
MLLE-PAM2 inh: blocks PAM2 peptide binding to the PABP1 MLLE domain. P11940. GST-MLLE / FITC-PAM2 fluorescence polarization. inhibition, % at 20 µM. 0.36% of 360,000 active; in the data active means inhibition above about 35%, passing the limit was not always enough;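 further: plate controls were DMSO wells with GST-MLLE for no effect and wells lacking GST-MLLE protein for full effect; some results filed as inactive read as strong as hits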
Target sequence (P11940 whole entry, looked up, the tested form may be a part): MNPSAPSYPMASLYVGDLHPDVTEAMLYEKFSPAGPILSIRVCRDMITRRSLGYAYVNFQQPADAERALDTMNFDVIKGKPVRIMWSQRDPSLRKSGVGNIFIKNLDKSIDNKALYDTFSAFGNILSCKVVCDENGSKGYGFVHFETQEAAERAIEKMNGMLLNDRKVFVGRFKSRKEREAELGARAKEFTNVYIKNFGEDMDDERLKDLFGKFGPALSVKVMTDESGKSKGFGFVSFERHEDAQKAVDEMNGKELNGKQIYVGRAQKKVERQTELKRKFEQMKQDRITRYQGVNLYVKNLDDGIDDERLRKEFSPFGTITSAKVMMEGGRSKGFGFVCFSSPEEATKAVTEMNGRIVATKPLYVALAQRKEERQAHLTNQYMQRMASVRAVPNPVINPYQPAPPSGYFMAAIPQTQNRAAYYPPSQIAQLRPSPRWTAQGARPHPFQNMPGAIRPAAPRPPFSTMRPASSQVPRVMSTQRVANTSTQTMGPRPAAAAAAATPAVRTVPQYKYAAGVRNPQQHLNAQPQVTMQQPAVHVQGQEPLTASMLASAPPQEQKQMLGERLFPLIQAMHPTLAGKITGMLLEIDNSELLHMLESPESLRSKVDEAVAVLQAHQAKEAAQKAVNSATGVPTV
E coli Lon inh: E. coli protease La inhibition | P0A9M0 | purified E. coli Lon protease, fluorescence polarization | inhibition, % at 7.94 µM | 0.42% of 360,000 active | AID 602123; in the data active means inhibition above about 13%, passing the limit was not always enough;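 further: 0% = enzyme with probe and DMSO and 100% = no enzyme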
NRP1-CendR mod: modulators of CendR peptide binding to human neuropilin-1. FAM-RPARPAR peptide binding to NRP-1, fluorescence polarization. inhibition, % at 25 µM. 0.85% of 360,000 active;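 active means inhibition or corrected inhibition above about 18%, plus a signal ratio from 0.5 to 1.5, limit read from the data, passing the limit was not always enough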; further: strong numbers were not always called active
Tb MetRS inh: blocks T. brucei methionyl-tRNA synthetase activity | purified T. brucei MetRS, ATP depletion, Kinase-Glo luminescence | inhibition, % at 11.9 µM | 0.4% of 360,000 active;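 active means inhibition above a per-plate cutoff of the control wells' mean inhibition plus 3 SD, cut at about 5.5% in these data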;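 further: 0% = DMSO wells median and 100% = median of wells with control inhibitor compound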
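Material – parasite MetRS enzyme · Medium – HEPES-MgCl2-KCl buffer plus DTT, spermine, BSA, pyrophosphatase · Reagent – ATP, methionine and E. coli bulk tRNA substrates · Times – 15 min enzyme-compound preincubation, 2 h reaction, 10 min detection, 25 °C · Measured by – luminescence of leftover ATP · Evaluation – percent inhibition relative to median high and low control wells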
SKN-1 block: blocks SKN-1 activity in C. elegans. C. elegans VP596 Pgst-4::GFP/RFP ratio, acrylamide-induced, 24 h. inhibition, % at 21.8 µM. 0.49% of 360,000 active;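 active means interference check ratio from 0.5 to 1.5 plus GFP to RFP signal ratio inhibition reaching or exceeding a fixed threshold, cut at about 30% in these data, passing the limit was not always enough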; further: some compounds called inactive have numbers as strong as hits
MsrA act: activates bovine MsrA enzyme; purified bovine MsrA, absorbance read-out; activation, % at 10.6 µM; 0.3% of 360,000 active; in the data active means activation above about 7.5%;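 further: 0% = vehicle and 100% = reference activator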
Active calls of the source: *; nt = not tested or not shown.

1. Cc1ccccc1C(=O)N/C(=C/c1ccc(-c2cccnc2Cl)o1)C(=O)NCCCN1CCN(C)CC1
2. O=C(NNS(=O)(=O)c1ccccc1)c1ccncc1
3. COc1ccc(/C=C2\SC(=O)N(CC(=O)NNC(=O)c3ccccc3O)C2=O)cc1OC
4. COc1ccc2[nH]cc(CCNS(=O)(=O)c3ccc(NC(C)=O)cc3)c2c1
5. N/C(=N\OC(=O)Cc1ccc([N+](=O)[O-])cc1)c1cccc(Br)c1
6. Cc1ccc(-c2cc3nc(NCCc4ccncc4)n(C)c(=O)c3s2)cc1
7. CCNc1sc(C(=O)c2cccs2)c(N)c1C#N
8. CN1CCC(=O)N(CCSc2ccc(Br)cc2)CC1

assay / compound	1	2	3	4	5	6	7	8
MsrA inhibitor	4.4	0.2	3.1	-0.1	0.8	0.0	2.4	-0.6
MT1-MMP act inh	7	-2	6	3	-5	-2	1	3
MsrA act	-3	2	-4	-2	-3	-3	-11	-4
E coli Lon inh	5	-9	-4	-4	-5	3	3	-6
MLLE-PAM2 inh	-7	-2	10	-2	-2	1	30	11
NRP1-CendR mod	1	6	0	9	-2	-5	1	19
FAS-TE inh	-6	-7	3	-2	-13	-6	-6	-5
SKN-1 block	32	17	9	-5	13	-16	-8	0
Tb MetRS inh	0.3	-0.4	0.2	-0.6	-1.0	0.2	-1.4	-0.2

9. CC(C)Oc1ccc(C(=O)Nc2ccc(Cl)c(S(=O)(=O)Nc3ccc(Cl)cc3)c2)cc1
10. COc1ccc(-c2nc(CS(=O)CC(=O)NC3CCC(C)CC3)c(C)o2)cc1OC (centres undefined)
11. O=C(NCC(=O)N(Cc1ccco1)C(C(=O)NC1CCCC1)c1cccnc1)c1ccco1 (centres undefined)
12. CCOC(=O)C1CCCN(C(=O)c2cc(-c3cccs3)oc2C)CC1 (centres undefined)
13. COc1ccc(C(=O)N(NC(=O)Oc2ccccc2)C(C)(C)C)cc1
14. CS(=O)(=O)N(CC(=O)NCCC1=CCCCC1)c1cccc([N+](=O)[O-])c1
15. Cc1cccc(NS(=O)(=O)c2cc(C(=O)N3CCc4ccccc4C3)ccc2Cl)c1C
16. Cc1cccc(C)c1NC(=O)C1(C)CSCC(=O)N1C1CCN(Cc2ccccc2)CC1 (centres undefined)

assay / compound	9	10	11	12	13	14	15	16
MsrA inhibitor	0.9	0.0	-0.3	-0.1	0.0	-1.3	-1.2	0.4
MT1-MMP act inh	-28	2	9	-2	nt	1	-7	-3
MsrA act	-2	-4	-2	-7	-9	-8	-3	nt
E coli Lon inh	9	12	8	-7	0	-2	-3	nt
MLLE-PAM2 inh	2	14	-4	1	8	11	-12	nt
NRP1-CendR mod	-7	4	7	-3	4	2	2	-70
FAS-TE inh	31	-6	-4	2	-8	39	21	nt
SKN-1 block	18	-16	6	-7	-3	0	4	6
Tb MetRS inh	0.4	-0.2	0.0	-0.3	-1.2	-0.3	1.3	-0.2

17. O=C(N=C1SC2CS(=O)(=O)CC2N1Cc1ccc(F)cc1)C1CCCO1 (centres undefined)
18. COc1ccc(NC2CCCN(C(=O)CCOc3ccccc3)C2)cc1 (centres undefined)
19. CSCCC1C(C#N)=C(N)Oc2n[nH]c(-c3cccs3)c21 (centres undefined)
20. Cc1nn(CCO)c2c1C(=O)CCC2
21. COc1cc2c(cc1OC)CN(C(=O)CSc1nnc(C)s1)CC2
22. O=C1c2cccc(-c3ccc(C(F)(F)F)cc3)c2C2CCCCN12 (centres undefined)
23. COC(=O)Cc1c(C)c2ccc(OCC(C)=O)c(C)c2oc1=O
24. O=C(NC1CCCCC1)C(c1ccc(F)cc1)N(Cc1ccccc1)C(=O)CN1C(=O)c2ccccc2S1(=O)=O (centres undefined)

assay / compound	17	18	19	20	21	22	23	24
MsrA inhibitor	0.1	-1.1	0.9	-0.4	-1.0	-1.8	2.4	0.4
MT1-MMP act inh	3	-2	10	-1	-1	0	1	-6
MsrA act	-1	-5	-6	3	4	-2	-3	-1
E coli Lon inh	1	0	-5	-2	5	1	2	-7
MLLE-PAM2 inh	0	17	10	-1	25	6	-1	-8
NRP1-CendR mod	3	-1	-3	-3	6	12	0	1
FAS-TE inh	-6	-2	0	-8	-7	15	-1	-2
SKN-1 block	27	2	-1	-23	15	18	21	5
Tb MetRS inh	-0.3	-0.5	-1.9	-2.5	0.1	0.0	-1.6	0.0

25. CC(=O)Nc1ccccc1NC(=O)CN(C)S(=O)(=O)c1ccc(C)cc1
26. CC(C)/C=N\NC(=O)CCCCC(=O)N/N=C/C(C)C
27. CCOc1cccc(C2C(C#N)=C(N)Oc3cc(C)oc(=O)c32)c1OCC (centres undefined)
28. O=C(O)c1cccc(N2C(=O)CSC2=S)c1
29. O=C(COC(=O)c1ccc(CO)cc1)Nc1ccc(OC(F)F)cc1
30. COCc1cc(Sc2ccc(Br)cc2)nc(-c2ccccc2)n1
31. CC(C)[C@H]1COCCS(=O)(=O)N1Cc1ccccc1-c1ccccc1
32. O=C(CNC(=O)c1cncc(Br)c1)Nc1ccc(F)c(F)c1F

assay / compound	25	26	27	28	29	30	31	32
MsrA inhibitor	-1.5	1.9	1.7	0.6	0.7	0.6	0.2	-0.7
MT1-MMP act inh	-7	-2	3	36*	10	0	-4	1
MsrA act	-1	-4	0	1	0	-1	-1	-1
E coli Lon inh	-2	-3	-9	-15	-5	-4	-8	-8
MLLE-PAM2 inh	1	-5	-4	33	-15	1	-3	-7
NRP1-CendR mod	4	-11	-2	-4	-7	9	6	-8
FAS-TE inh	-1	-6	-4	-7	0	19	14	4
SKN-1 block	-24	1	0	4	-2	0	-7	14
Tb MetRS inh	-1.5	-0.4	-0.8	1.9	1.3	-0.9	-1.1	-0.1

Entries above that have an NH in an aromatic ring, in the order listed:
4. COc1ccc2[nH]cc(CCNS(=O)(=O)c3ccc(NC(C)=O)cc3)c2c1
19. CSCCC1C(C#N)=C(N)Oc2n[nH]c(-c3cccs3)c21 (centres undefined)

assay / compound	4	19
MsrA inhibitor	-0.1	0.9
MT1-MMP act inh	3	10
MsrA act	-2	-6
E coli Lon inh	-4	-5
MLLE-PAM2 inh	-2	10
NRP1-CendR mod	9	-3
FAS-TE inh	-2	0
SKN-1 block	-5	-1
Tb MetRS inh	-0.6	-1.9

Next section:
33. Fc1cccc(F)c1CSc1nc2ccccc2[nH]1
34. c1cnc2cc(-c3ccsc3)ncc2c1
35. COc1ccc(S(=O)(=O)N2CCC(C(=O)Nc3ccccc3C)CC2)c2cccnc12
36. CCn1c(C)c(/C=N/Nc2nc3ccccc3s2)c2ccccc21
37. Cc1ccc(C(=O)NCC2CCCN2S(=O)(=O)c2cccs2)cc1C (centres undefined)
38. CCC1CN(C(=O)N2CCC(C(=O)NCCc3ccc(OC)cc3OC)CC2)c2ccccc2O1 (centres undefined)
39. COc1ccccc1COCC(O)CNCC1(N2CCCCC2)CCCCC1 (centres undefined)
40. COc1cc(CNC(C)c2ccccc2)cc(Br)c1OCc1ccccc1 (centres undefined)

assay / compound	33	34	35	36	37	38	39	40
MsrA inhibitor	1.6	1.3	-0.1	1.9	-0.6	-0.4	-0.4	-1.3
MT1-MMP act inh	10	-2	1	-3	-2	2	-7	-4
MsrA act	-2	-10	1	-4	-1	-5	-1	-8
E coli Lon inh	5	4	4	-3	2	10	-1	5
MLLE-PAM2 inh	-8	-12	-9	2	-3	-5	2	7
NRP1-CendR mod	8	9	2	6	-7	6	-2	8
FAS-TE inh	0	-6	-6	20	1	6	-9	26
SKN-1 block	17	5	9	1	-6	-17	-5	10
Tb MetRS inh	-0.4	-0.1	0.3	-0.6	-0.2	-0.7	0.3	-0.7

41. Cc1ccc2c(c1)N(CC(=O)NCc1cccs1)C(=O)CO2
42. O=C(NC12CC3CC(CC(C3)C1)C2)C1CC(=O)N(c2ccccc2)C1 (centres undefined)
43. COc1cccc(OCCCn2cc(/C=C3/C(=N)N4C=C(C)SC4=NC3=O)c3ccccc32)c1
44. COc1ccc(CNC(=O)COC(=O)/C=C/c2cccc(Br)c2)cc1OC
45. CCOC(=O)C1(CCOc2ccccc2)CCN(Cc2ccncc2)CC1
46. COc1ccc(NS(=O)(=O)c2ccc(C)c(NC(=O)NC3CCCCC3)c2)cc1
47. CN(C)c1nc(N)nc(CSc2nc3c(c(=O)n(C)c(=O)n3C)n2Cc2ccccc2F)n1
48. COc1cccc2sc(NC(=O)c3ccc(Br)s3)nc12
49. Cc1ccc(NC2Sc3ccccc3NC2=O)cc1 (centres undefined)
50. Cc1cc2c(cc1C)-n1nnnc1C(N1CCN(CC(=O)NC(C)C)CC1)C(=O)N2 (centres undefined)
51. CC(C)c1nc2sc3c(=O)n(N)cnc3c2c2c1COC(C)(C)C2

assay / compound	41	42	43	44	45	46	47	48	49	50	51
MsrA inhibitor	0.2	0.1	-0.2	1.0	2.2	-0.8	-0.1	0.9	1.4	-1.1	-0.5
MT1-MMP act inh	0	-1	-7	-1	-7	1	-4	-11	-8	2	3
MsrA act	-2	-3	0	-4	-6	-9	-3	-4	0	nt	-2
E coli Lon inh	-3	-3	-5	9	5	-8	-9	6	-2	nt	-1
MLLE-PAM2 inh	2	1	29	-15	-13	-5	-8	6	27	nt	3
NRP1-CendR mod	8	10	-5	15	4	-1	3	-9	-4	3	-6
FAS-TE inh	-5	-3	17	3	-3	11	-1	3	6	nt	-6
SKN-1 block	4	-8	16	0	0	-10	5	4	4	3	-1
Tb MetRS inh	-0.2	-0.6	-0.1	-0.2	-0.3	-1.1	0.3	-0.9	-0.2	0.2	-0.1

Sorted by molar mass (high to low): some entries from above
46. COc1ccc(NS(=O)(=O)c2ccc(C)c(NC(=O)NC3CCCCC3)c2)cc1
50. Cc1cc2c(cc1C)-n1nnnc1C(N1CCN(CC(=O)NC(C)C)CC1)C(=O)N2 (centres undefined)
49. Cc1ccc(NC2Sc3ccccc3NC2=O)cc1 (centres undefined)

assay / compound	46	50	49
MsrA inhibitor	-0.8	-1.1	1.4
MT1-MMP act inh	1	2	-8
MsrA act	-9	nt	0
E coli Lon inh	-8	nt	-2
MLLE-PAM2 inh	-5	nt	27
NRP1-CendR mod	-1	3	-4
FAS-TE inh	11	nt	6
SKN-1 block	-10	3	4
Tb MetRS inh	-1.1	0.2	-0.2
